High-throughput results from PubChem.
FLuc counter: firefly luciferase modulation, counter-screen for miR-21 project; P08659; hit rate 6.9% among 360,000; purified FLuc, Km substrates, luminescence inhibition; Potency, µM (highest dose often 57.5 µM), for inactives: at the highest dose activity change, negative = inhibition, most hits filed as inhibitors; active = well fitted inhibition curve with a large enough effect; inconclusive = small, poorly fitted or top-dose-only effect;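 note: plate controls were vehicle for no effect and reference inhibitor for full effect; nearly all actives have a fitted effect of over 55% in size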
Target sequence (P08659 whole entry, looked up): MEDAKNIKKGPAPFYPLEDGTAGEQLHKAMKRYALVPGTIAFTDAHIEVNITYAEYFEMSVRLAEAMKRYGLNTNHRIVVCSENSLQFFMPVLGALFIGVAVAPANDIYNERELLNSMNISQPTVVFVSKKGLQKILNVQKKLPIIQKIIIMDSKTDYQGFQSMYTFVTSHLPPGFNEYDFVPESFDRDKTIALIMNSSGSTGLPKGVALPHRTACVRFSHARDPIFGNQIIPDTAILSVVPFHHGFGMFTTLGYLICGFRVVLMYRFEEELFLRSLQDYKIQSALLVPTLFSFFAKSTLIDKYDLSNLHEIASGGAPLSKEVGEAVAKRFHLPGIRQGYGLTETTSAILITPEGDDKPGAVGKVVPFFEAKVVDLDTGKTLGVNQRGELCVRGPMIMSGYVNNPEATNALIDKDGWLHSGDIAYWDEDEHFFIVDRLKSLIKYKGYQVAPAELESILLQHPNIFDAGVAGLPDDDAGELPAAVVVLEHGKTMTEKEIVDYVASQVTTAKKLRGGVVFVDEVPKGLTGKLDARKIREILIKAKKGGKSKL
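Biochemical qHTS of compounds, final roughly 60 µM downward over six points, against 10 nM purified firefly luciferase using Km concentrations of substrates (10 uM D-luciferin, 10 uM ATP) in Tris acetate pH 7.5 buffer; luminescence output.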
Starred values were filed as active, the others as inactive; ? = inconclusive. Potency is the fitted concentration of half-maximal effect. This is a subset (hit frequency here may not be typical).

> CC1C(=O)Nc2ccc(S(=O)(=O)N3CCCCC3)cc2NC1=O (configuration not stated)
  FLuc counter = -1%
> Cc1coc2c(C)c3oc(=O)c(CCC(=O)NCCc4ccccc4)c(C)c3cc12
  FLuc counter = 0%
> Cc1ccccc1CNC(=O)c1ccc(-n2c(C)cc3c2CCCC3)cc1
  FLuc counter = -2%
> C=C(C)Cn1c(=O)c2c(nc3n2CCN3c2ccc(CC)cc2)n(C)c1=O
  FLuc counter = -4%
> COc1ccc(CNCc2c(C(=O)O)c(C)n(Cc3ccc(Cl)cc3)c2C)c(OC)c1
  FLuc counter = -1%
> Cc1ccc(C(=O)c2cn(Cc3ccccc3)c3cc4c(cc3c2=O)OCCO4)cc1
  FLuc counter = -11%
> Cc1ccc(NC(=O)c2ccc(Cl)cc2Cl)c(C(=O)c2ccccc2)c1
  FLuc counter = 0%
> CCOc1ccccc1NC(=O)C(c1ccccc1)N1Cc2ccccc2C1=O (configuration not stated)
  FLuc counter = 2%
> CCOc1ccc(CCNc2ncnc3onc(-c4ccc(Cl)cc4)c23)cc1
  FLuc counter = 1%
> COc1ccc(-c2noc(CN(C(=O)c3ccccc3Cl)C(C)C)n2)cc1
  FLuc counter = 4%

> COC(=O)c1ccccc1NC(=O)c1cc(CN2CCCC2)on1
  FLuc counter = 8%
> CCC1CN(C(=O)N2CCC(C(=O)NCCN(C)C)CC2)c2ccccc2O1 (configuration not stated)
  FLuc counter = -6%
> Cc1ccc(CN2C(=O)c3ccccc3Sc3ccc(C(=O)NC4CCCC4)cc32)cc1
  FLuc counter = 4%
> CCc1ccc(CNC(=O)C2CCN(c3nn4cc(-c5ccc(OC)cc5)nc4s3)CC2)cc1
  FLuc counter = -1%
> Cc1ccc(NC(=O)NC(C)c2c(-n3cccc3)sc(C)c2C)cc1F (configuration not stated)
  FLuc counter = -10%
> Cc1cc(C)cc(NC(=O)CSc2nc(-c3cccc(Cl)c3)nc3c2Cc2c(CO)cnc(C)c2O3)c1
  FLuc counter = -1%
> CCOc1ccc(CCNC(=O)C2CCN(C(=O)c3cc4sccc4n3CC)CC2)cc1OCC
  FLuc counter = -1%
> CCOC(=O)c1cccc(NC(=O)c2sc3nc[nH]c(=O)c3c2C)c1
  FLuc counter = 15µM*
> O=c1c2cc3c(nc2ncn1Cc1ccccc1F)CCCC3
  FLuc counter = -7%
> O=C(c1cccc([N+](=O)[O-])c1)N1c2ncnn2C2(CCCCC2)[C@@H]2CCCC[C@@H]21
  FLuc counter = -1%

> O=C(CSc1nccn1-c1ccc(F)cc1)Nc1ccc(OC(F)(F)F)cc1
  FLuc counter = -1%
> COc1ccccc1CNC(=O)CN1C(=O)c2cccnc2Oc2ccccc21
  FLuc counter = -11%
> Cc1ccc(NC(=O)Cn2c(=O)n(CCCCCC(=O)NCc3ccc(F)cc3)c(=O)c3sccc32)c(C)c1
  FLuc counter = -2%
> CN1CCN(C(=O)Cn2c(-c3cccs3)cc3cc(Cl)ccc32)CC1
  FLuc counter = -6%
> O=C(NCCc1ccccc1)c1c2c(nc3ccccc13)C(=O)N(C1CCCCC1)C2
  FLuc counter = 0%
> COc1ccc(NC(=O)Cn2c(=O)n(Cc3ccco3)c(=O)c3oc4ccccc4c32)cc1Cl
  FLuc counter = -11%
> CCOC(=O)c1cc2c(=O)n3ccccc3nc2n(CC2CCCO2)c1=NC(=O)c1ccccc1Br (configuration not stated)
  FLuc counter = -2%
> COc1cccc(CNC(=O)CCC(=O)N2CC(C)Sc3ccccc32)c1 (configuration not stated)
  FLuc counter = -9%
> COc1ccc(-n2nc3c(c2NC(=O)C(=O)N2CCN(C)CC2)CSC3)cc1
  FLuc counter = 4%
> CCn1cc(S(=O)(=O)c2cccc(C)c2)c(=O)c2cc(F)c(N3CCCC(C)C3)cc21 (configuration not stated)
  FLuc counter = -1%

In another format: two of the compounds above
SMILES	FLuc counter
CCOC(=O)c1cc2c(=O)n3ccccc3nc2n(CC2CCCO2)c1=NC(=O)c1ccccc1Br (configuration not stated)	-2%
CN1CCN(C(=O)Cn2c(-c3cccs3)cc3cc(Cl)ccc32)CC1	-6%

Remaining list, next part
> COc1cccc(Cn2c(C)c(CNCc3cccc(C)c3)c(C(=O)O)c2C)c1
  FLuc counter = -9%
> Cc1ccc(-n2ncc3c(NCCCn4ccnc4)ncnc32)cc1C
  FLuc counter = ?
> COc1ccc(C(CC(=O)NCc2ccccc2)N2Cc3ccccc3C2=O)cc1 (configuration not stated)
  FLuc counter = 8%
> CCOC(=O)c1nc(Nc2ccc(C(=O)OCC(C)C)cc2)c2ccccc2n1
  FLuc counter = -3%
> CC1CCN(c2nc3ccccc3nc2SCC(=O)Nc2ccccc2C(C)C)CC1
  FLuc counter = -5%
> O=C(Nc1ccc2nc(SCC(=O)N3CCOCC3)sc2c1)c1cccc(Cl)c1
  FLuc counter = ?
> CCC1=C(c2ccc(C)cc2)S(=O)(=O)N=C1N1CCC(C(=O)N2CCCCC2)CC1
  FLuc counter = -2%
> Cc1ccc(-c2nc(CCNC(=O)C(=O)Nc3ccc(C)c(C)c3)cs2)cc1
  FLuc counter = 1%
> CC1=Nc2cc(C(=O)NC3CCCC3)ccc2Sc2ccc(Cl)cc21
  FLuc counter = -9%
> Cc1oc2c(cc(NS(=O)(=O)c3ccc(C(C)C)cc3)c3ccccc32)c1C(=O)OCc1ccccc1
  FLuc counter = 7%

> O=C(CSCc1cc(=O)c2cc(F)ccc2[nH]1)Nc1ccccc1Cl
  FLuc counter = -3%
> CN(C)c1ccc(C(CNC(=O)c2ccccc2)N2CCc3ccccc32)cc1 (configuration not stated)
  FLuc counter = -7%
> O=C(CSc1oc(-c2ccccc2)nc1S(=O)(=O)c1ccc(Br)cc1)NC1CCCCC1
  FLuc counter = -2%
> Cc1cccc(Cn2c(SCc3ccc(C(=O)NC4CCCC4)cc3)nc3ccncc32)c1
  FLuc counter = -18%
> CCC(=O)N1CCc2cc(Br)cc(S(=O)(=O)CCC(=O)Nc3ccc(C)c(F)c3)c21
  FLuc counter = 0%
> O=C1CC(c2ccccc2)Cc2[nH]c(=O)c(C(=O)Nc3cccc(Cl)c3)cc21 (configuration not stated)
  FLuc counter = 0%
> CCN(C(=O)c1c(C)oc2ncnc(N3CCCCC3)c12)c1cc(C)ccc1C
  FLuc counter = -8%
> CCOc1ccc(C(=O)Nc2cccc(-c3nc4cccnc4s3)c2C)cc1OCC
  FLuc counter = 2%
> COc1cc(C(=O)Nc2ccc3oc(-c4ccc(C)c(Br)c4)nc3c2)cc(OC)c1OC
  FLuc counter = 9%
> COc1ccc(S(=O)(=O)N2Cc3ccccc3CC2C(=O)Nc2ccc(C)cc2)cc1OC (configuration not stated)
  FLuc counter = 2%

> CC(C)(C)c1ccc(C2NC(=O)c3n[nH]c(-c4cccs4)c32)cc1 (configuration not stated)
  FLuc counter = 5%
> O=c1c2oc3ccccc3c2n(Cc2cccc(F)c2)c(=O)n1Cc1ccco1
  FLuc counter = -6%
> Cn1nnnc1SCCCNCc1cccc(OCc2ccccc2F)c1
  FLuc counter = -11%
> COc1cc(OC)c(NC(=O)CSCc2nc(-c3ccc(OC)c(OC)c3)no2)cc1Cl
  FLuc counter = 6%
> Cc1cccc2sc(N(Cc3cccnc3)C(=O)C3CCCCC3)nc12
  FLuc counter = 1%
> CCc1nnc(SCC(=O)Nc2cc(OC)ccc2OC)nc1CC
  FLuc counter = 0%
> CCOC(=O)CSC1=Nc2ccccc2C2=NC(CCC(=O)NCc3ccc(OC)cc3)C(=O)N12 (configuration not stated)
  FLuc counter = -6%
> COC(=O)c1ccc(Cl)cc1NC(=O)NCc1c(-n2cccc2)sc2c1CCCC2
  FLuc counter = -6%
> COc1cccc(C(=O)Nc2cccc(OCc3cc(=O)n4cccc(C)c4n3)c2)c1
  FLuc counter = 1%
> COC(=O)c1ccccc1NC(=O)NCc1ccc2c(c1)CCN2C(=O)c1ccccc1
  FLuc counter = -11%

> Cc1nc2c(c(C)nn2-c2ccccc2)c(C)c1CCC(=O)NCc1ccccc1
  FLuc counter = 3%
> CC1CCN(C(=O)CSc2nc3c([nH]c4ccccc43)c(=O)n2-c2ccccc2)CC1
  FLuc counter = 0%
> O=C(CSc1oc(-c2ccc(F)cc2)nc1S(=O)(=O)c1ccccc1)c1ccc(Cl)cc1
  FLuc counter = -2%
> Cc1ccc(NCc2cccn2-c2nnc(N3CCC(C(=O)NCc4ccc(OC(C)C)cc4)CC3)s2)cc1
  FLuc counter = -18%
> Cc1ccc2c(c1)c1c(c(=O)n(-c3cccc(Cl)c3)c(=O)n1CC(=O)NCCC1=CCCCC1)n2C
  FLuc counter = 1%
> CN(C)c1ccc(CNC(=O)CN2C(=O)c3cccnc3Oc3ccc(Cl)cc32)cc1
  FLuc counter = 1%
> CC(C)Cn1c(=O)c2ccccc2n2c(CCC(=O)N3CCN(c4cccc(Cl)c4)CC3)nnc12
  FLuc counter = 4%
> CCOc1ccc(NC(=O)Cn2c(=O)n(-c3cccc(Cl)c3)c(=O)c3c2c2cc(C)ccc2n3C)cc1
  FLuc counter = 3%
> COc1ccccc1N1CCN(C(=O)c2oc3ccccc3c2N)CC1
  FLuc counter = -8%
> CCOc1ccc2oc(=O)cc(CN3CCN(C(=O)c4ccc(OC)c(OC)c4)CC3)c2c1
  FLuc counter = 2%

> CCCC(=O)N1c2nc(-c3ccco3)nn2C2(CCCCC2)[C@@H]2CCCC[C@@H]21
  FLuc counter = -9%
> CCOC(=O)N1CCC(NC(=O)c2ccc3c(c2)N(Cc2cc(C)ccc2C)C(=O)c2ccccc2S3(=O)=O)CC1
  FLuc counter = 0%
> O=C(Nc1ccc(C(F)(F)F)cc1)C1CCCN(c2cnccn2)C1 (configuration not stated)
  FLuc counter = -2%
> Cc1noc(/C=C/c2cccs2)c1S(=O)(=O)N1CCC(C(=O)NCc2ccc(Cl)cc2)CC1
  FLuc counter = 7%
> CC(C)Oc1ccc(C(=O)N(Cc2ccc(N(C)C)cc2)Cc2ccco2)cc1
  FLuc counter = ?
> CCc1ccc(-n2nc(CO)c(C(=O)NC(C)c3ccc(Cl)cc3)n2)cc1 (configuration not stated)
  FLuc counter = -19%
> Cn1c(=O)[nH]c(=O)c2c1nc(NCCO)n2CC(O)COc1ccccc1 (configuration not stated)
  FLuc counter = 1%
> O=C(COc1ccccc1Cl)N(Cc1cccc(F)c1)C1CCS(=O)(=O)C1 (configuration not stated)
  FLuc counter = 0%
> Cc1ccc(Cl)cc1-n1ncc2c(NCc3ccc(F)cc3)ncnc21
  FLuc counter = -11%
> CCCCN(C)S(=O)(=O)c1ccc(NC2=NS(=O)(=O)c3ccccc32)cc1
  FLuc counter = 5%

> COc1ccc(CCn2c3c(c(=O)[nH]c2=O)C(NC(=O)c2ccccc2)(C(F)(F)F)C(=O)N3)cc1OC (configuration not stated)
  FLuc counter = -2%
> Cc1ccc(-c2nc(S(=O)(=O)c3ccccc3)c(SCC(=O)NC3CCCCC3)o2)cc1
  FLuc counter = 0%
> Cc1ccccc1OCCCCn1c(C2CC(=O)N(c3ccccc3Cl)C2)nc2ccccc21 (configuration not stated)
  FLuc counter = -18%
> Cc1ccc(Cc2c(C)nn(-c3nc(C)c(C(=O)N4CCCCC4C)s3)c2C)cc1 (configuration not stated)
  FLuc counter = -19%
> COc1ccc(-c2noc(CC(=O)Nc3ccc(Br)cc3C)n2)cc1
  FLuc counter = 2%
> Cc1sc2c(c1C)c(=O)n(-c1cccc(C(F)(F)F)c1)c(=O)n2Cc1ccccc1C#N
  FLuc counter = 2%
> CCOc1ccc(NS(=O)(=O)c2ccc3[nH]cc(C(=O)NCc4ccco4)c(=O)c3c2)cc1
  FLuc counter = -7%
> COC(=O)c1sccc1S(=O)(=O)N(CC(=O)Nc1ccc(C)c(F)c1)c1ccc(C)c(C)c1
  FLuc counter = -6%
> COc1ccc(N2CCN(C(=O)c3ccc(NC(=O)c4nsc5ccccc45)cc3)CC2)cc1
  FLuc counter = 6.7µM*
> Cc1cccn2c(=O)c3cc(C(=O)Nc4ccc(Cl)c(Cl)c4)sc3nc12
  FLuc counter = 3%

3 structures from above, arranged by formula weight, ascending:
> COc1ccc(-c2noc(CC(=O)Nc3ccc(Br)cc3C)n2)cc1
  FLuc counter = 2%
> Cc1sc2c(c1C)c(=O)n(-c1cccc(C(F)(F)F)c1)c(=O)n2Cc1ccccc1C#N
  FLuc counter = 2%
> CCOc1ccc(NS(=O)(=O)c2ccc3[nH]cc(C(=O)NCc4ccco4)c(=O)c3c2)cc1
  FLuc counter = -7%

Carrying on.
> Cc1cccc(N2C(=O)C(CC(=O)Nc3ccc(Cl)cc3)N(Cc3ccco3)C2=O)c1 (configuration not stated)
  FLuc counter = 1%
> CCOc1ccc(-c2nonc2NC(=O)c2oc3ccc(C)cc3c2C)cc1OCC
  FLuc counter = -10%
> COc1ccc(N(Cc2cc3ccccc3[nH]c2=O)C(=O)c2cccc(Cl)c2)cc1
  FLuc counter = -16%
> CCOc1ccc(NC(=O)CSc2nnc(-c3ccncc3)n2-c2ccccc2)cc1
  FLuc counter = -3%
> COc1ccc(OC)c(NC(=O)CSc2nc(=O)n(CCN(C)C)c3c2CCC3)c1
  FLuc counter = -2%
> CCCn1c(CCC(=O)Nc2cc(Cl)c(OC)cc2OC)nc2cccnc21
  FLuc counter = 2%
> Cc1cc(S(=O)(=O)n2ccnc2C(C)C)cc([N+](=O)[O-])c1C
  FLuc counter = ?
> Cc1ccc(NC(=O)C(NS(=O)(=O)c2ccc3c(c2)CCC(=O)N3)c2ccccc2)cc1C (configuration not stated)
  FLuc counter = ?
> COc1ccc(CC(=O)NCc2nc3cccnc3n2Cc2ccc(F)cc2)cc1OC
  FLuc counter = 1%
> CCOc1ccc(-c2ccc(NS(=O)(=O)c3cc(C)c(C)cc3C)cc2)nn1
  FLuc counter = -20%

> Cc1ccc2oc(=O)c(S(=O)(=O)c3ccc(C(C)(C)C)cc3)cc2c1
  FLuc counter = -1%
> CN(C)c1ccc(-c2nnc3n(Cc4ccccc4)c(=O)c4ccccc4n23)cc1
  FLuc counter = -1%
> Cc1cc(C)c(Cn2c(C)c(CNCCCc3ccccc3)c(C(=O)O)c2C)c(C)c1
  FLuc counter = 0%
> CC(C)c1ccc(S(=O)(=O)c2nnn3c2nc(NCc2cccs2)c2sccc23)cc1
  FLuc counter = 0%
